# Screening data (PubChem BioAssay)
# ERG Ets-DNA blk = ERG Ets/DNA interaction inhibition; P11308; fluorescence polarization, His-ERG Ets domain / labelled DNA; AID 624246; Potency, µM (doses to about 76.9 µM), inactives show top-dose FP activity, negative = inhibition, usual class: inhibitors; actives 0.028% (n = 370,000); active means well fitted inhibition curve with a large enough effect in the polarisation, with a control signal flat; inconclusive means small, poorly fitted or top-dose-only effect, or effect the other way, or a change in a side signal; inactive means no such curve, though single readings can be large or run the other way; the % refers to the polarisation;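 further: polarization taken with two DNA probes labelled with fluorescein and Texas red; potency means the concentration at half of the fitted maximal effect; % of control where 0% means no effect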
# Target sequence (P11308 whole entry, looked up, the tested form may be a part): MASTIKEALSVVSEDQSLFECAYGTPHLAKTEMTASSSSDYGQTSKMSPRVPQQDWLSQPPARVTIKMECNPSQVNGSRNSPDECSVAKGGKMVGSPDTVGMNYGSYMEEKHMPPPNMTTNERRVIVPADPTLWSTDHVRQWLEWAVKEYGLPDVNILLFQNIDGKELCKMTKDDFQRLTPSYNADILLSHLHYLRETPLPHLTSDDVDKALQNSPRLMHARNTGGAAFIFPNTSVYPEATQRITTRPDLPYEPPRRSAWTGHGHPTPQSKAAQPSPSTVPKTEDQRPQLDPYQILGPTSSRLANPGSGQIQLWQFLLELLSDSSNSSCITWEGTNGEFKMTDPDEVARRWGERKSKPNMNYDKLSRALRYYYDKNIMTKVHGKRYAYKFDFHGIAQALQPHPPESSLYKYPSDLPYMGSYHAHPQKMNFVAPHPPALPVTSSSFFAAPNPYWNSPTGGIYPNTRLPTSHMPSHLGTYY
#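 His-tagged ERG Ets domain (1 uM in the protein solution; 300mM KCl, 50mM Tris-HCl, 1mM EDTA, 1mM DTT, pH 7.5) received compound, then a probe mix of 5 nM fluorescein-DNA and 100nM Texas-615-DNA. Fluorescence polarization was read for both dyes.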
# Pol kappa inh = DNA polymerase kappa (human) inhibition. Q9UBT6. purified Pol kappa, fluorescent DNA synthesis assay, 10 min. Potency, µM (doses to about 107 µM), for the others: at the top dose activity, negative = inhibition, most hits filed as inhibitors. actives 0.53% (n = 400,000). AID 588579; further: potency means the concentration at half of the fitted maximal effect; on the % scale 0 is the no-effect control and ±100 the full control effect
#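 Inhibition of 10 nM Pol kappa is measured by a fluorescent read-out at 0 and 10 min following addition of 50 nM substrate (final), with a 15-min room-temperature compound preincubation.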
# APE1 inh = blocks human APE1 abasic DNA cleavage. P27695. recombinant APE1, TAMRA/BHQ-2 abasic DNA cleavage fluorescence. Potency, µM (top dose mostly 65.8 µM), without a hit: at the top dose activity change, negative = inhibition, usual class: inhibitors. actives 0.35% (n = 350,000);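 further: potency means the concentration at half of the fitted maximal effect; plate controls were vehicle for no effect and reference inhibitor for full effect; nearly all actives have a fitted effect of over 55% in size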
#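 Compound pre-exposure to 0.75 nM APE1, 15 min at ambient temperature. Reaction initiated with 50 nM TAMRA/BHQ-2 THF substrate, read immediately in kinetic mode, 525 nm excitation, 598 nm emission.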
# TRHR ag = TRH receptor (human) agonism; P34981; TRHR cells, calcium flux fluo-8, FDSS agonist mode; activation, % at 2 µM; actives 0.18% (n = 360,000); AID 493084; in the data active means activation above about 30%; further: 0% is about no effect
# Target sequence (P34981 whole entry, looked up): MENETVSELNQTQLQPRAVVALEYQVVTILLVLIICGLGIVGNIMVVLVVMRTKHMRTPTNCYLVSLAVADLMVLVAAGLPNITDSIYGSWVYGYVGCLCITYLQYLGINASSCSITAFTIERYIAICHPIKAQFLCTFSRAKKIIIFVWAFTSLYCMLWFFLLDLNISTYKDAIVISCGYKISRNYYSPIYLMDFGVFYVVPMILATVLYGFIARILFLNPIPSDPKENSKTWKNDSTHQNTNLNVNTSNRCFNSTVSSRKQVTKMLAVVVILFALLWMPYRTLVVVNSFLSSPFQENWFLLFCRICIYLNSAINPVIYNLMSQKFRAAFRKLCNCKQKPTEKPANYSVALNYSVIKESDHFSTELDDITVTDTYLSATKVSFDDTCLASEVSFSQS
#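 Steps: seed TRHR cells overnight; add fluo-8 no-wash Ca dye, RT 30 min–1.5 h; record 10 s baseline; pin-transfer compounds; monitor fluorescence 1 cycle/s for the agonist window. Calcium increases flag candidate agonists.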
# BLM inh = blocks DNA unwinding by human BLM helicase; actives 0.2% (n = 350,000); Potency, µM (highest dose often 56.1 µM), inactives show top-dose activity change, negative = inhibition, usual class: inhibitors; recombinant BLM DNA unwinding, fluorescence dequenching; AID 2528; P54132;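 further: potency means the concentration at half of the fitted maximal effect; plate controls were vehicle for no effect and no enzyme for full effect; nearly all actives have a fitted effect of over 35% in size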
# Pol iota inh = inhibitors of human DNA polymerase iota; Q9UNA4; Pol iota fluorescent replication assay, 10 min; Potency, µM (titrated, usually from 115 µM), inactives show top-dose activity, negative = inhibition, usual class: inhibitors; actives 1% (n = 390,000); AID 588590; further: potency means the concentration at half of the fitted maximal effect
#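 Pol iota at 10 nM preincubated 15 min with compounds at room temperature; reaction started with fluorescent substrate, 50 nM final. Fluorescence read kinetically at 0 and 10 min; buffer-only wells as negative control.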
# Apoferritin bind = candidate novel general anesthetic via apoferritin binding; P02791; apoferritin/1-aminoanthracene competitive binding, fluorescence; Potency, µM (highest dose often 77.5 µM), inactives show at the highest dose activity change, negative = displacement, hits mostly inhibitors; actives 0.074% (n = 350,000); further: potency means the concentration at half of the fitted maximal effect; on the % scale 0 is the no-effect control and ±100 the full control effect; nearly all actives have a fitted effect of over 20% in size
# Target sequence (P02791 2-175 limits assumed): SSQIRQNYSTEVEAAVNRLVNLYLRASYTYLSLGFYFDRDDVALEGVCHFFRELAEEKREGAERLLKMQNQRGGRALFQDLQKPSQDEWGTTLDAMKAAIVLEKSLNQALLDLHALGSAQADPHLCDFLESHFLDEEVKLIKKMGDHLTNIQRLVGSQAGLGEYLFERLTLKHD
#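 In PBS, apoferritin at 10 uM is loaded with 1-AMA from a 50% saturated solution. After 10 min of compound exposure at ambient temperature, reduced 535 nm fluorescence indicates probe displacement.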
# POLB inh = blocks human DNA polymerase beta activity. P06746. actives 1.3% (n = 340,000). Pol beta primer extension/strand displacement, fluorescence kinetic. Potency, µM (titrated, usually from 114 µM), without a hit: at the top dose activity change, negative = inhibition, actives largely listed as inhibitors; further: potency means the concentration at half of the fitted maximal effect; on the % scale 0 is the no-effect control and ±100 the full control effect
#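 Values derive from four-parameter Hill fits of normalized kinetic data: reads at 0 and 10 min following addition of 50 nM substrate to 10 nM Pol beta preincubated 15 min with compound.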
# ALOX12 inh = inhibitors of human 12S-lipoxygenase ALOX12; purified 12hLO, xylenol orange hydroperoxide absorbance; Potency, µM (doses to about 108 µM), inactives show at the top dose activity change, negative = inhibition, usual class: inhibitors; actives 1.1% (n = 580,000); AID 1671190; further: potency means the concentration at half of the fitted maximal effect; on the % scale 0 is the no-effect control and ±100 the full control effect
#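 Hydroperoxide product was detected by ferrous iron/xylenol orange as the 573 to 405 nm absorbance ratio. Arachidonic acid at 40 uM (final) was turned over for 30 min at room temperature by 150 nM human 12hLO, pH 7.0 Hepes buffer, after 15 min compound preincubation.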
# The depositor's hits bear a star; u = inconclusive; x = not tested or not shown; & = joins results of further samples; ! = not confirmed by another sample; [ ] = remark or other dose. Unless noted, the call rests on the fitted dose curve; in most records, active means well fitted curve in the direction sought with a large enough effect; inconclusive means small, poorly fitted or top-dose-only effect, or another doubt; inactive means no such curve, though single readings can be large; an effect the other way counts as inactive or inconclusive. The list is partial; count on the stated rates, not on these rows.
# Results follow in this order: ERG Ets-DNA blk, Pol kappa inh, APE1 inh, TRHR ag, BLM inh, Pol iota inh, Apoferritin bind, POLB inh, ALOX12 inh
(1) Cc1cc(NC(=O)CS(=O)CC(=O)Nc2c(C)cccc2C)ccc1-n1cnnn1 (stereo not drawn)
  -3.6%, -0.3%, 0.5%, 0.2, -5.4%, -0.9%, -19.7%, 49.0%, 9.3%
(2) COc1cc([C@H]2c3c(cc(OC)c(O)c3OC)C[C@@H](CO)[C@@H]2CO[C@@H]2O[C@H](CO)[C@@H](O)[C@H](O)[C@H]2O)cc(OC)c1O
  -0.9%, -5.5%, 8.1%, 0.4, x, -0.3%, x, x, 6.7%
(3) Cc1ccc(N=C2NC(=O)C(CC(=O)NCc3ccccc3)S2)cc1C (stereo not drawn)
  4.3%, -10.4%, 24.4%, 0.0, -0.3%, -1.5%, -21.5%, 0.0%, -22.9%
(4) CCC(C)(C)n1nnnc1C(c1cc2ccc(OC)cc2[nH]c1=O)N1CCCCC1 (stereo not drawn)
  -4.6%, -26.3%, 2.4%, 0.7, -0.5%, 15.8%, u, -7.5%, u
(5) COc1ccc(Cc2nc3ccc(C(=O)N4CCN(C)C(C)C4)cc3o2)cc1OC (stereo not drawn)
  -8.1%, -19.3%, 16.2%, 0.8, 0.6%, 42.4%[activator], -11.4%, u, 2.8%
(6) CC(C)CCOc1ccc(N)cc1
  x, -8.9%[60.1 µM], -5.8%, x, -7.0%, x, 9.4%, x, x
(7) Cc1cc(C)n2nc3nc(N4CCCCC4)nc(-c4ccco4)c3c2n1
  -2.7%, 31.6µM*, -4.0%, -0.4, 1.4%, u, -15.6%, 10µM*, x
(8) COc1ccc(Br)cc1C(=O)Nc1ccc(-c2nc3ncccc3o2)cc1C
  -1.9%, -14.0%, x, 0.1, -6.1%, 23.9%, -6.9%, -21.5%, -7.2%
(9) Cc1ccc(S(=O)(=O)CC(=O)NCc2ccc(Cl)cc2)cc1
  -17.2%, -13.4%, 12.4%, -1.4, x, 28.1%, x, x, 7.6%
(10) Cc1ccc(-c2nnc(NC3CCCC3)s2)cc1
  3.2%, -5.0%, 45.8%, -0.4, -3.2%, 15.1%, -3.4%, 10.7%, 1.7%
(11) O=C(O)c1cc(-c2ccc3c(c2)OCCO3)n[nH]1
  15.7%, -0.2%, 1.6%, 0.5, -3.7%, 67.0%[activator], -2.8%, 7.2%, u
(12) CC1(C)NC(=O)N(CC(O)CN2C(=O)NC(C)(C)C2=O)C1=O
  -4.7%, 3.3%, 2.2%, 0.3, -2.0%, 7.4%, -4.8%, 26.1%, -0.8%
(13) COc1ccccc1CNC(=O)CC1Sc2ccccc2NC1=O (stereo not drawn)
  -4.0%, -5.0%, -1.3%, 0.0, -2.9%, 113.5%[activator], -2.8%, -14.8%, -5.9%
(14) O=C(NNC(=O)C1CCC1)c1ccc(Cl)cc1
  -5.1%, -5.7%, 26.0%, 0.8, -0.6%, u, -0.5%, 51.4%, 0.5%
(15) CCN(CC)C(=S)SSC(=S)N(CC)CC
  5.1%, 4.5%[60.1 µM], 2.1%, -0.2, -8.2%, 11.3%, u, -4.2%[57.1 µM], 1.09µM*!
(16) CCC(C)Sc1nc2c(c(=O)[nH]c(=O)n2C)n1CC(O)COc1ccccc1C (stereo not drawn)
  2.7%, -18.5%, 17.5%, 0.8, -2.4%, 15.7%, -8.4%, 5.6%, u
(17) O=C1c2oc3ccc(Cl)cc3c(=O)c2C(c2cccc(Br)c2)N1CCO (stereo not drawn)
  -6.2%, -9.3%, -0.7%, -0.1, -3.5%, 9.3%, u, 13.5%, u
(18) Cc1ccc(/C=N/NC(=O)NN(C)c2ncc(C(F)(F)F)cc2Cl)cc1
  -4.9%, -12.2%, -3.6%, 1.2, -1.8%, 160.3%[activator], -7.6%, 21.0%, -5.5%
(19) CC(=O)Nc1ccc(Nc2ncnc3c2c(-c2ccccc2)cn3-c2ccc(C)c(Cl)c2)cc1
  10.5%, -5.6%[60.1 µM], x, 0.1, -8.4%, 7.7%, u, 0.4%, u
(20) CCOC(=O)C1=C(C)N(C)C(=S)N(C)C1c1ccc(OC)cc1 (stereo not drawn)
  -0.9%, -12.2%, -2.0%, -1.4, 0.6%, 58.9%[activator], -8.9%, -12.3%, -0.2%
(21) Cc1cc(C)nc(N2CCN(c3ccc(F)cc3)CC2)n1
  12.3%, -1.5%, -6.3%, 1.1, -3.8%, 7.8%, -7.0%, 15.3%, 14.5%
(22) NS(=O)(=O)c1ccc(NC(=O)COC(=O)CSc2n[nH]c(-c3ccccc3)n2)cc1
  x, -6.4%, -1.6%, 0.7, -2.3%, 9.3%, -9.9%, -8.7%, -14.4%
(23) Cc1ccc(NC(=S)N2CCC(NC(=O)C3CCCCC3)CC2)cc1C
  16.0%, 5.8%, 82.7%[activator], -0.8, 0.2%, 31.1%[activator], -5.1%, 2.5%, -17.2%
(24) CN(Cc1nc(-c2ccc(Cl)cc2)no1)C(=O)c1ccco1
  -3.0%, -1.9%, 25.9%, 0.2, -5.0%, -7.3%, -12.8%, -3.1%, -19.5%
(25) COCCn1c(SCc2ccc(C(=O)OC)o2)nnc1-c1c[nH]c2ccccc12
  0.7%, -1.2%, -6.6%, -0.7, -6.0%, 17.5%, -15.8%, 3.4%, -20.7%
(26) O=C(Nc1nccs1)c1cc(Cl)ccc1[N+](=O)[O-]
  -7.0%, -22.1%, -9.0%, 0.5, 4.3%, 11.4%, -5.8%, -7.8%, -20.0%
(27) CC(=O)Nc1ccc(S(=O)(=O)N(CCCN2CCOCC2)Cc2cccs2)cc1
  -8.7%, 2.7%, 17.9%, -1.8, -5.4%, -14.5%, -2.8%, 8.9%, -16.3%
(28) O=C(C1CCCN1S(=O)(=O)c1ccc(Cl)c(Cl)c1)N1CCOCC1 (stereo not drawn)
  -7.8%, -4.8%, 1.2%, 0.3, -1.7%, -4.0%, -9.0%, 3.8%, -5.9%
(29) Cc1cccc(N(Cc2ccccc2)C(=O)c2cc(S(=O)(=O)N3CCOCC3)ccc2Cl)c1
  1.4%, -0.8%, 30.8%, 0.3, x, -0.9%, x, x, 6.8%
(30) CNc1ccc(C(=O)OCC(=O)Nc2ccnn2C(C)C)cc1[N+](=O)[O-]
  -2.8%, -3.4%, -0.9%, 0.1, x, 19.1%, x, x, -14.1%
(31) CCOC(=O)CC(c1ccc(N)cc1)n1c(C)ccc1C (stereo not drawn)
  -1.5%, -3.5%, -1.8%, -0.7, -5.8%, -2.2%, -19.4%, 8.3%, 37.9%[activator]
(32) CCOc1ccc(NC(=O)CCc2c(C)nn(-c3ccc(N4CCCCC4)nn3)c2C)cc1
  20.9%, -1.6%, 18.1%, -0.3, 1.2%, 8.9%, -10.1%, -13.5%, 4.0%
(33) Cc1ccc(-c2nn[nH]n2)cc1
  5.1%, 2.8%, -6.5%, 0.5, -0.9%, 20.3%, 7.3%, -8.8%, u
(34) O=S(=O)(c1ccc(Br)s1)n1cccn1
  -2.2%, -4.0%, -3.5%, -0.7, -2.7%, 17.7%, u, 26.1%, 0.0%
(35) O=C(Nc1ncc2c(n1)-c1ccccc1OC2)c1cccc([N+](=O)[O-])c1
  -3.1%, -9.7%, -2.7%, -0.6, -3.9%, 169.2%[activator], -6.4%, -1.1%, -3.5%
(36) CCN(CC)C(=O)c1ccc2nc3ccccc3nc2c1
  -2.1%, -17.3%, 6.0%, -0.1, 3.2%, 17.7%, 1.3%, 11.1%, -18.5%
(37) Cc1c(C(=O)Nc2ccccc2)csc1-c1ccccc1
  8.1%, -8.3%, 9.9%, -0.2, 2.4%, 12.0%, -7.5%, 42.3%, 1.5%
(38) CC(C)(C)OC(=O)N1CCC(NC(=O)c2nc[nH]c2C(=O)N2CCN(C(=O)OC(C)(C)C)CC2)CC1
  3.7%, -9.2%, -1.9%, 0.1, x, 15.8%, x, x, -3.0%
(39) CCC1CN(C(=O)N2CCC(C(=O)NCc3cccc(F)c3)CC2)c2cc(C)ccc2O1 (stereo not drawn)
  -3.3%, u, x, 0.5, -8.1%, 79.4µM*, -19.0%, -23.4%, 0.0%
(40) COc1ccc(-n2c(=O)c3c(C)c(C)sc3n(Cc3ccc(F)cc3)c2=O)c(OC)c1
  -9.4%&-2.7%, -19.9%&-10.5%, u, 1.4&1.4, 0.1%&-15.7%, 0.7%&3.5%, -4.8%&7.8%, 0.6%&-17.5%, -0.5%&-9.5%
(41) CC1(C)C(=O)N(CC(=O)Nc2cccc(F)c2)c2ccc(S(=O)(=O)N3CCCCC3)cc21
  -0.2%, -9.2%[60.1 µM], x, 0.6, -10.1%, 8.9%, 4.6%, -3.8%, -19.7%
(42) OC1(c2ccccc2)CCN(Cc2ccccc2)C2CCCCC21 (stereo not drawn)
  -2.8%, -9.3%, 19.7%, 0.3, 4.6%, 11.5%, -15.5%, -0.7%, 7.4%
(43) CN1C(=O)CSC1=Nc1ccc(F)cc1
  -1.5%, 3.6%, 5.9%, 0.5, -7.7%, 67.2%[activator], -5.3%, 24.6%, 21.2%
(44) Cn1nnnc1SCC(=O)Nc1nc2c(F)c(F)c(F)cc2s1
  -1.1%, -5.6%, 9.9%, x, x, 18.7%, x, x, u

# An excerpt from above in order of SMILES length, descending:
# Results follow in this order: ERG Ets-DNA blk, Pol kappa inh, APE1 inh, TRHR ag, BLM inh, Pol iota inh, Apoferritin bind, POLB inh, ALOX12 inh
(38) CC(C)(C)OC(=O)N1CCC(NC(=O)c2nc[nH]c2C(=O)N2CCN(C(=O)OC(C)(C)C)CC2)CC1
  3.7%, -9.2%, -1.9%, 0.1, x, 15.8%, x, x, -3.0%
(26) O=C(Nc1nccs1)c1cc(Cl)ccc1[N+](=O)[O-]
  -7.0%, -22.1%, -9.0%, 0.5, 4.3%, 11.4%, -5.8%, -7.8%, -20.0%
(10) Cc1ccc(-c2nnc(NC3CCCC3)s2)cc1
  3.2%, -5.0%, 45.8%, -0.4, -3.2%, 15.1%, -3.4%, 10.7%, 1.7%
